# M1AAP inhibition: malaria alanyl aminopeptidase activity blockers – biochemical, fluorogenic H-Leu-NHMec substrate, 1536-well (AID 1445) | inhibition, % at 30 µM; hits with a dose series show IC50 in µM | 220,000 compounds, 0.42% hits | recombinant M1AAP, H-Leu-NHMec fluorogenic kinetic assay; higher % means a stronger effect;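 active means primary inhibition above the hit cutoff, then over 50% inhibition at one or more dose response concentrations, cut at about 23% in these data, passing the limit was not always enough; inconclusive means conflicting primary data, or primary hits not chosen for dose response; inactive means low primary inhibition, or under 50% at every dose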;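 further: plate controls were DMSO full reaction for no effect and no enzyme background for full effect; strong numbers were not always called active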
# Lipid droplet: hepatic lipid droplet formation modulation | AML12 mouse hepatocytes, oleate lipid droplets, BODIPY imaging | inhibition, % at 6.5 µM | 240,000 compounds, 0.4% hits | AID 1656;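 active means lipid droplet intensity inhibited by at least 50%, with more than 500 cells counted; inconclusive means wells with under 300 cells, treated as cytotoxic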
#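 material = mouse AML12 hepatocyte cell line, fixed after treatment | also added = 100 µM oleic acid challenge | doses = compound at 6.5 µM only | schedule = overnight exposure | technique = Image-based BODIPY and DAPI two-channel analysis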
# CSM14.1 death rescue: protection against thapsigargin-triggered cell killing – 384-well, CSM14.1, ATP luminescence, primary screen (AID 1222). CSM14.1 thapsigargin-induced death rescue, ATP luminescence; higher % means a stronger effect. one-dose cellular ATP content (survival), % at 20 µM; EC50 in µM for titrated hits. 190,000 tested, under 10 active;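 active means EC50 below 50 µM in the dose-response confirmation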;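 further: death triggered by thapsigargin at about 15 µM added after 2 h compound pretreatment; cell ATP read after overnight thapsigargin exposure of roughly 18 to 22 hours; normalized against plate controls of thapsigargin alone and 5% DMSO vehicle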
# WT yeast gro inh: growth inhibition of WT yeast, mitochondrial fusion screen | mitochondrial fusion phenotypic screen, WT strain | inhibition, % at 10 µM | 190,000 compounds, 2.1% hits | AID 1362; in the data active means inhibition above about 58%; tested in S. cerevisiae
# Myeloid diff 2: promotes myeloid progenitor differentiation | ER-HoxA9 myeloid progenitors, lysozyme-GFP differentiation, flow cytometry | calls only at 10 µM | 360,000 compounds, 1% hits;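 active means normalized GFP-positive differentiation at or above the plate's own cutoff, the solvent-only control mean plus 3 SD; inconclusive means no clear call, values can overlap the other calls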;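 further: cells exposed to compound for four days before flow analysis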
# PMI inhibitors: inhibitors of human PMI, primary screen, biochemical, fluorescence intensity, coupled assay (AID 1209). 190,000 compounds, 0.42% hits. purified PMI enzyme, coupled fluorescence intensity; higher % means a stronger effect. inhibition, % at 20 µM; hits with a dose series show IC50 in µM;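 further: plate controls were DMSO vehicle for no effect and wells lacking substrate for full effect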
# human PMI inhibitors: MPI inhibition at elevated mannose 6-phosphate – biochemical, fluorescence intensity, high mannose 6-phosphate, primary screen (AID 1220); 190,000 compounds, 0.66% hits; inhibition, % at 20 µM; hits with a dose series show IC50 in µM; recombinant PMI enzyme, coupled fluorescence intensity; higher % means a stronger effect
# TNAP activators: stimulation of alkaline phosphatase TNAP activity – biochemical, luminescent, no phosphate acceptor, uHTS, primary screen (AID 1001); activation fold at 20 µM; hits with a dose series show EC50 in µM; purified TNAP, luminescent activation assay, no phosphate acceptor; higher activation fold means a stronger effect; 200,000 compounds, 0.03% hits; in the data active means activation fold from about 3, or a potency from the dose series; inactive means the rest, 99 in 100 with activation fold below about 1.6; further: many of its hits are not listed in these tables
# K1F lysis inhibition: protection from phage-mediated lysis, alamar blue read-out – E. coli UTI89, K1F phage, bacterial capsule biogenesis inhibitors (AID 488966); E. coli UTI89 K1F phage lysis, alamar blue, 2 h; higher % means a stronger effect; inhibition, % at 100 µM, or IC50 in µM where a hit was titrated; 340,000 compounds, 0.02% hits;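 active means phage lysis inhibition, versus mean bacterial control, above a set limit; inconclusive means no clear call, values can overlap the other calls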;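 further: capsule biogenesis inhibitors block K1F phage lysis so surviving cells raise fluorescence; higher fluorescence means more inhibition of phage lysis; actives were called in the ten point dose series up to 300 µM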
# WT yeast gro inh mutant strain: also measured in WT yeast gro inh; calls as there; inhibition, %; mitochondrial fusion phenotypic screen, mutant strain inhibition
# Lipid droplet cells 6.5 µM: also measured in Lipid droplet; calls as there; cell count; measured here: cell count, cytotoxicity flag;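 cells counted across two imaged fields per well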
# Myeloid diff 2 GFP+ MAC1+ %: second read-out of Myeloid diff 2, no call of its own (marks repeat the call); GFP+ MAC1+ double positive, %; measured here: differentiation confirmed by MAC1 staining
# Active calls of the source: *; i = inactive; ? = inconclusive; / = no result given; + = active, no number; [ ] = dose if it differs, or a comment. Unless noted, no stated cut-off is given here; in the data, active means inhibition above about 50%; inactive means the rest. Not a hit list, and some 4.6% of all compounds hit somewhere here.
compound	M1AAP inhibition	Lipid droplet	Lipid droplet cells 6.5 µM	CSM14.1 death rescue	WT yeast gro inh	WT yeast gro inh mutant strain	Myeloid diff 2	Myeloid diff 2 GFP+ MAC1+ %	PMI inhibitors	human PMI inhibitors	TNAP activators	K1F lysis inhibition
O=C(Nc1ccc(-c2ccc3nncn3n2)cc1)c1ccc(Br)o1	5%	24	712	0.0%	-2	-9	i	0.3	5%	-1%	1	0.4%
CCN(CC)S(=O)(=O)c1cccc(C(=O)OCC(=O)Nc2ccccc2OC(F)F)c1	0%	-7	776	-0.5%	-44	-49	i	1.4	9%	9%	1	-0.4%
Fc1ccccc1Cn1nnc2c(NCc3ccccn3)ncnc21	-4%	13	773	-2.9%	-8	3	i	1.2	-6%	-9%	1	-0.2%
COc1ccc(NC(=O)C(c2ccccn2)N(C(C)=O)c2ccc(C)cc2)cc1 (stereo unspecified)	-2%	-3	634	-6.9%	-6	7	i	0.3	-3%	16%	1	-0.6%
COC(=O)/C=c1/s/c(=C(\C#N)C(=O)NCc2ccco2)n(-c2ccc(C)cc2)c1=O	0%	/	/	0.4%	-17	-12	?	/	-34%	-19%	1	-0.2%
CS(=O)(=O)N1CCN(C(=O)c2ccccc2F)CC1	-2%	14	710	-2.3%	2	-27	i	0.7	5%	2%	1.1	9.6%
CN(C)CCOc1ccc(Cl)cc1C(C)(C)C	-5%	1	647	-2.1%	28	5	i	1.2	-6%	4%	1	6.7%
Cc1ccc(OC(=O)c2cccc(S(=O)(=O)N3CCCC3)c2)c(-n2nc3ccccc3n2)c1	4%	0	594	-0.5%	-10	2	i	0.4	10%	8%	1	0.9%[50 µM]
COc1cc(C2C(C#N)=C(N)Oc3n[nH]c(-c4cccnc4)c32)cc(Br)c1O (stereo unspecified)	17%	7	711	0.2%	-18	-4	i	0.4	4%	16%	0.6	-1.2%
Clc1ccc(-c2nnc3n2CCCCS3)cc1	4%	32	703	1.4%	-10	-17	i	0.3	-7%	-8%	1.1	2.0%
CCCCC(=O)Nc1nc(C)c(-c2csc(Nc3cc(OC)ccc3OC)n2)s1	2%	/	/	-0.1%	19	26	?	/	2%	20%	1	0.7%
O=C(Nc1ccc(-c2cc3ccccc3oc2=O)c(Cl)c1)c1cccnc1	3%	/	/	-1.8%	7	0	i	2.3	1%	-5%	1	3.0%
Cc1ccc(NCN2C(=O)C3CC=C(Cl)CC3C2=O)cc1 (stereo unspecified)	1%	9	775	-0.7%	-9	7	i	1.4	4%	5%	1	0.4%
COC(=O)CSc1nc2ncc(Cl)cc2[nH]1	1%	16	655	1.6%	3	2	i	0.7	-2%	-1%	0.8	-0.1%
N/N=C/C(=N\Nc1ccc(Cl)cc1)C(=O)c1ccncc1	5%	1	673	/	/	/	i	0.3	/	/	/	0.5%
CCc1ccc(N2CSC3=C(C#N)C(c4cccs4)CC(=O)N3C2)cc1 (stereo unspecified)	22%	5	719	-2.3%	3	5	i	0.7	-18%	-69%	1	0.2%
CN1OCC(S(=O)(=O)c2ccccc2)C1c1ccccc1 (stereo unspecified)	11%	-2	709	-1.8%	-18	7	i	0.1	-10%	1%	1.1	-0.3%
CN(Cc1ccccc1)C(=O)c1nc2ccccn2c1CNCCn1cccn1	5%	-2	707	-0.1%	8	0	i	0.4	-34%	-27%	1	0.4%
CC(=O)c1ccc2c(c1)C1C=CCC1C(c1ccncc1)N2 (stereo unspecified)	13%	/	/	-0.5%	-15	9	i	0.9	-8%	24%	1	0.3%
Cc1ccc(C(=O)Nc2ccc(C(=O)/C=C/c3cccs3)cc2)cc1	0%	/	/	8.1%	-5	10	i	0.7	0%	3%	1	0.8%

# Reprinted at random: 3 entries already listed
compound	M1AAP inhibition	Lipid droplet	Lipid droplet cells 6.5 µM	CSM14.1 death rescue	WT yeast gro inh	WT yeast gro inh mutant strain	Myeloid diff 2	Myeloid diff 2 GFP+ MAC1+ %	PMI inhibitors	human PMI inhibitors	TNAP activators	K1F lysis inhibition
Cc1ccc(C(=O)Nc2ccc(C(=O)/C=C/c3cccs3)cc2)cc1	0%	/	/	8.1%	-5	10	i	0.7	0%	3%	1	0.8%
CN1OCC(S(=O)(=O)c2ccccc2)C1c1ccccc1 (stereo unspecified)	11%	-2	709	-1.8%	-18	7	i	0.1	-10%	1%	1.1	-0.3%
COc1cc(C2C(C#N)=C(N)Oc3n[nH]c(-c4cccnc4)c32)cc(Br)c1O (stereo unspecified)	17%	7	711	0.2%	-18	-4	i	0.4	4%	16%	0.6	-1.2%

# (listing goes on)
compound	M1AAP inhibition	Lipid droplet	Lipid droplet cells 6.5 µM	CSM14.1 death rescue	WT yeast gro inh	WT yeast gro inh mutant strain	Myeloid diff 2	Myeloid diff 2 GFP+ MAC1+ %	PMI inhibitors	human PMI inhibitors	TNAP activators	K1F lysis inhibition
CCN(CC)CCCNC(=O)c1ccc2c(SCC(=O)O)c3c(nc2c1)CCC3	0%	0	712	1.4%	15	-1	/	/	-6%	-9%	1.1	/
CC1=C(C#N)C(=O)NC(=O)/C1=C/c1ccc(-c2ccc(S(N)(=O)=O)cc2)o1	28%	5	655	-0.4%	-20	7	i	0.0	-22%	18%	0.7	2.8%
COc1ccc(-n2c(CN3CCN(Cc4ccccc4)CC3)nc3ccc([N+](=O)[O-])cc3c2=O)c(OC)c1	4%	-27	702	-0.7%	15	11	i	0.1	-22%	15%	0.9	0.5%
CCN(C(=O)COC(=O)c1cc(C)n(-c2ccc(F)cc2)c1C)C1CCS(=O)(=O)C1 (stereo unspecified)	6%	-8	657	-3.9%	-5	-3	i	0.5	12%	6%	1	0.0%
O=C(Nc1ccc(S(=O)(=O)Nc2ccccc2)cc1)c1ccc(CN2CCOCC2)cc1	1%	-14	733	0.7%	26	14	i	0.1	8%	1%	1	0.3%
O=S(=O)(c1ccc(OCC(O)CN2CCCCC2)cc1)N1CCOCC1 (stereo unspecified)	8%	-3	618	-1.4%	-15	-48	i	0.9	11%	14%	1	-0.6%
O=C1OCCC1Sc1nc(-c2ccccc2)cs1 (stereo unspecified)	0%	13	653	0.9%	-6	-5	i	1.1	18%	11%	1.1	0.3%
CCn1c(SCC(=O)Nc2cc3oc4ccccc4c3cc2OC)nnc1-c1cccs1	3%	-18	686	-0.7%	30	34	i	25	8%	8%	1	7.5%
C#Cc1ccc(C(=O)Nc2ccc(N3CCC(C)CC3)c(C(N)=O)c2)cc1	6%	15	680	0.5%	-8	2	i	0.1	0%	-2%	1.1	0.2%
C/C(=N\NS(=O)(=O)c1ccc(C)c([N+](=O)[O-])c1)c1cc2ccccc2o1	0%	10	727	-0.6%	13	-2	+	2.4*	-8%	-12%	1	-0.6%
O=C(Cc1ccc(Cl)c(Cl)c1)Nc1ccc(SC(F)F)cc1	1%	2	409	-3.3%	19	10	i	0.1	24%	13%	1.1	-0.1%
Clc1ccc2c(c1)nc1n2CCCC1	4%	1	403	/	/	/	i	0.3	/	/	/	0.2%
CC1CCCC(NC(=O)C2c3ccccc3C(=O)N2Cc2cccs2)C1C (stereo unspecified)	6%	-48	544	1.3%	2	-3	i	0.8	9%	-2%	1.3	1.9%
O=S(=O)(Nc1ccccc1O)c1ccc(-c2ccccc2)cc1	1%	28	648	3.3%	52	14	i	0.2	8%	20%	1.2	-0.7%
CCC(CO)NCc1ccc2c(c1)n(C)c(=O)n2C (stereo unspecified)	4%	/	/	0.9%	13	19	i	2.0	-3%	-4%	1.1	0.2%
CC1CCN(S(=O)(=O)N2CCC(C(=O)NCc3cccs3)CC2)CC1	14%	/	/	-1.3%	-4	4	i	11	-5%	-16%	1.2	0.4%
COc1ccc(-c2cc(C(F)(F)F)n3nc(C(=O)N4CCOCC4)nc3n2)cc1	8%	29	687	/	-11	-32	i	0.8	6%	7%	1.1	0.0%
C=CCOc1ccccc1C1C2=C(CC(C)(C)CC2=O)Nc2c1c(=O)n(C)c(=O)n2C (stereo unspecified)	5%	/	/	0.6%	10	-18	i	0.4	2%	-2%	1.2	-0.1%
Cn1c(=O)c2c(nc(SCCN3CCCCC3)n2C)n(C)c1=O	5%	-8	718	-0.3%	-12	-7	i	0.6	-4%	-5%	1.1	-1.9%
Cn1nnnc1SCC(=O)c1ccc(Br)s1	3%	/	/	0.9%	12	-14	i	0.9	-13%	-14%	1	1.5%
O=C(NCc1ccc(Cl)cc1)c1n[nH]c([N+](=O)[O-])c1Cl	4%	-11	561	-2.0%	-9	1	i	0.1	-5%	-5%	1	0.1%
COc1ccc(CC(=O)OCc2cc(=O)n3cc(Br)ccc3n2)cc1OC	3%	9	664	0.0%	-2	16	i	0.3	5%	1%	1	0.7%
CCn1c(CSc2nc3ccccc3s2)nnc1SCC(=O)c1ccc(O)cc1O	7%	3	692	-0.2%	-7	-27	i	0.6	-2%	-6%	1	1.8%
CCc1ccc(/C=C(\Cl)c2nc3cc(Cl)ccc3c(=O)[nH]2)cc1	8%	-9	664	-2.9%	-8	-5	i	0.4	4%	1%	1	1.0%
CNc1ccc(/C=C(\C#N)c2ccccn2)cc1[N+](=O)[O-]	2%	-22	705	-1.1%	2	10	i	0.4	-10%	-3%	0.9	0.5%
COC(=O)c1ccc([C@@H]2C[C@H]3CN(Cc4cccnc4)C(=O)[C@]34CCCN24)cc1	-6%	4	696	-2.7%	-2	14	i	0.1	13%	13%	1.1	2.1%
CCc1nnc(NC(=O)CSc2nc3cccnc3n2C2CCCCC2)s1	6%	8	787	-2.7%	19	24	i	1.2	23%	12%	1	0.8%
O=C1CSC(c2cn(-c3ccccc3)nc2-c2cccs2)N1Cc1ccccc1 (stereo unspecified)	9%	15	795	-1.2%	-15	-1	/	/	5%	0%	1.1	/
N#CCC(CNc1ncc(C(F)(F)F)cc1Cl)OC(=O)c1cccc([N+](=O)[O-])c1 (stereo unspecified)	0%	-5	638	-1.5%	49	33	i	4.5	25%	23%	1.1	2.9%
Cc1cccc(NCCC#N)c1	3%	-12	544	-2.2%	7	0	i	0.5	19%	24%	1.1	1.3%
COc1c(C)cc(C(=O)C2CCCN(C(=O)C3=C(C)OCCO3)C2)cc1C (stereo unspecified)	-4%	-1	633	-1.9%	5	8	i	0.6	-2%	-6%	1	0.1%
Cc1ccc(S(=O)(=O)CCc2nc3ccccc3[nH]2)cc1C	-4%	-9	673	2.5%	20	1	i	0.1	-13%	-6%	1.2	-0.1%
